# Compound activity from PubChem.
# ASM inhibitor – inhibitors of human secretory acid sphingomyelinase; P17405; placental ASM, HMU-PC fluorogenic substrate, 60 min; Potency, µM (titrated, usually from 57.5 µM), for inactives: at the top dose activity change, negative = inhibition, hits mostly inhibitors; 340,000 tested, 0.006% active; AID 504937; also: potency is read from the fitted curve at half-maximal effect
#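 Fluorogenic HMU-PC substrate (9 uM final) is turned over by placental ASM in 60 min at 37 C after a 10 min compound preincubation. Reaction ended by alkaline stop (pH 10), with fluorescence read at 386/447 nm.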
# TSG101-PTAP inh – blocks PTAP/TSG101 interaction to inhibit HIV-1 budding | Q99816 | Fluorescence polarization, FITC-PTAP peptide / Tsg101 binding | Potency, µM (doses to about 115 µM), without a hit: top-dose activity change, negative = inhibition, usual class: inhibitors | 340,000 tested, under 10 active | AID 493005; active = well fitted inhibition curve with a large enough effect in the main read-out, with a control signal flat, not every such curve was filed as active; inconclusive = small, poorly fitted or top-dose-only effect, or effect the other way, or a change in a side signal; inactive = no such curve, though single readings can be large or run the other way; also: potency is read from the fitted curve at half-maximal effect; % of control where 0% means no effect
#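 Compounds were pin-transferred onto Tsg101 binding domain (10 uM final) in HEPES pH 7.5 buffer, then FITC-PTAP peptide was added at 50 nM final. After 20 min at RT, polarization reported peptide displacement across a qHTS concentration series.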
# a7 integrin act – integrin-mediated muscular dystrophy alleviation activation; alpha7betagal myoblasts, beta-gal FDG fluorescence, 48 h; 350,000 tested, 0.064% active; Potency, µM (titrated, usually from 38.3 µM), inactives show at the highest dose activation, most hits filed as activators;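 also: potency is read from the fitted curve at half-maximal effect; 100% = response of the positive control SU9516; nearly all actives have a fitted effect of over 60% in size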
#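 alpha7betagal+/- myoblasts (passage 13, 250/well) treated 48 h at 37C with compounds at 1:260 dilution of DMSO stock. Lysed, then beta-galactosidase activity read as FDG fluorescence (ex 480/em 540) after 30 min, with pre-read for autofluorescence.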
# Mito fusion yeast – blocks mitochondrial division or promotes mitochondrial fusion; 320,000 tested, 0.23% active; S. cerevisiae fusion-defective mutant growth rescue, CellTiterGlo 48 h; Potency, µM (series often up to 46.1 µM), without a hit: at the top dose growth rescue (activation), actives largely listed as activators; AID 485298;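 also: potency is read from the fitted curve at half-maximal effect; % of control where 0% means no effect; nearly all actives have a fitted effect of over 45% in size; temperature-sensitive fusion mutants such as fzo1-1 at 37 °C on non-fermentable ethanol glycerol medium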
#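 Yeast fusion mutant, YPEG (non-fermentable carbon), compound, 48 h at 37C non-permissive; CellTiterGlo added, 10 min RT, luminescence read. Rescued growth = division inhibition.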
# MBNL1 CUG block – inhibitors of human MBNL1 binding to CUG repeat RNA | Q9NR56 | TR-FRET MBNL1-His/biotin-(CUG)12 binding, 665/545 ratio | Potency, µM (highest dose often 57.5 µM), for inactives: at the top dose activity change, negative = inhibition, most hits filed as inhibitors | 280,000 tested, 0.036% active; active = well fitted inhibition curve with a large enough effect in the signal ratio, with a control signal flat, not every such curve was filed as active; inconclusive = small, poorly fitted or top-dose-only effect, or effect the other way, or a change in a side signal; inactive = no such curve, though single readings can be large or run the other way; the % refers to the signal ratio; also: potency is read from the fitted curve at half-maximal effect; % is scaled to controls: 0 for no effect and ±100 for the full control effect
# Target sequence (Q9NR56 whole entry, looked up): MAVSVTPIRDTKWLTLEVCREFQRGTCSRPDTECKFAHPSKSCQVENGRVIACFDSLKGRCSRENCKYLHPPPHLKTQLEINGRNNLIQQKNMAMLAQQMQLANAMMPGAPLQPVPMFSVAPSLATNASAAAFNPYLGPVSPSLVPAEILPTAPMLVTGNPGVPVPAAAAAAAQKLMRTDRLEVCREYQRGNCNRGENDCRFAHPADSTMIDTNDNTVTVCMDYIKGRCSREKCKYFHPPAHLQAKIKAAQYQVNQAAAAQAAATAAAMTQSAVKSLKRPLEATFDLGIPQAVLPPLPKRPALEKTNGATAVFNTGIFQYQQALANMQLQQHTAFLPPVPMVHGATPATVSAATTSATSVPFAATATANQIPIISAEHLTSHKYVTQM
#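 MBNL1-His + Biotin-(CUG)12, cpd titration 92 nM–58 uM; Tb anti-His Ab 0.055 ng/ul, SA-XL665 5 nM (final); 60 min RT; ratiometric 665/545 nm, Ex 340 nm; normalized to buffer and full-complex controls.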
# Menin MLL FP TR – menin-MLL binding inhibition, Texas Red mutant peptide; Menin + Texas Red MLL mutant peptide, fluorescence polarization; 270,000 tested, 0.23% active; Potency, µM (series often up to 61.6 µM), for the others: at the highest dose FP activity change, negative = inhibition, most hits filed as inhibitors; active = well fitted inhibition curve with a large enough effect in the polarisation, with a control signal flat, not every such curve was filed as active; inconclusive = small, poorly fitted or top-dose-only effect, or effect the other way, or a change in a side signal; inactive = no such curve, though single readings can be large or run the other way; the % refers to the polarisation; also: potency is read from the fitted curve at half-maximal effect; % of control where 0% means no effect; many of its hits are not listed in these tables
# Target sequence (O00255 whole entry, looked up): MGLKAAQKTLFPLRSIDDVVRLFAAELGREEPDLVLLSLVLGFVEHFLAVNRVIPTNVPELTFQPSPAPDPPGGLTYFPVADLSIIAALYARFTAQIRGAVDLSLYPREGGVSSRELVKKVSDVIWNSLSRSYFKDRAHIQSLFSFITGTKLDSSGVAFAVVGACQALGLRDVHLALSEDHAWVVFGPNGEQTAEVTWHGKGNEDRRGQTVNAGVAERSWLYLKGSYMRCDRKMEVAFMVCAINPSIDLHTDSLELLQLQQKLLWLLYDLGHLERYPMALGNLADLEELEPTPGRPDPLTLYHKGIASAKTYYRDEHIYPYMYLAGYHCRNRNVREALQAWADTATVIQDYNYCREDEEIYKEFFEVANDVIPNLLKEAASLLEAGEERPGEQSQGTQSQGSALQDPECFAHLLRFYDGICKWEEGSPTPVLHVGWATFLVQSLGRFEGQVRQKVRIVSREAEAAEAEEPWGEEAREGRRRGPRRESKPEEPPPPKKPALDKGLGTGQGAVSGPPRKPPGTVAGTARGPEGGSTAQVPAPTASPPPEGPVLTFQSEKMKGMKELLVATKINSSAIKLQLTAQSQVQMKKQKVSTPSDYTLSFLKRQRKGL
# TSHR antag – human thyrotropin receptor antagonism. TSHR-expressing cells, TSH-stimulated cAMP HTRF, 2 h; active compounds read low. activity change, negative = inhibition, % at 11.5 µM. P16473. AID 504810. 330,000 tested, 0.2% active;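 active = activity change below a set negative limit, meaning inhibition stronger than a set level, cut at about -70% in these data; inconclusive = activity change between two set negative limits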; also: % is scaled to controls: 0 for no effect and ±100 for the full control effect
#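 Freshly harvested TSHR cells receive pin-tooled compound, then EC80 TSH at 4nM final. After 2 hours at 37 deg C, antibody in lysis buffer and cAMP-d2 are added; 30 minutes at ambient temperature precede the HTRF read.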
# TCR act – T cell receptor activation; primary human leukocytes, anti-CD3, IL-2 HTRF, 48 h; Potency, µM (top dose mostly 9.22 µM), inactives show at the top dose activation of IL-2 secretion, actives largely listed as activators; AID 504894; 330,000 tested, under 10 active; also: % of control where 0% means no effect
#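 Human primary leukocytes + a-CD3 beads + cpd, 48 hr; IL-2 in supernatant by HTRF (ex 320nm / em 665nm). No co-stimulatory signal supplied.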
# A-T KAP1 phos – potential ataxia-telangiectasia treatment | […] A-T fibroblasts, KAP-1 phosphorylation AlphaLISA; neocarzinostatin DNA damage 30 min before lysis | 320,000 tested, 0.19% active | AID 485349 | Potency, µM (doses to about 57.5 µM), inactives show top-dose activation, most hits filed as activators; also: potency is read from the fitted curve at half-maximal effect; % of control where 0% means no effect; nearly all actives have a fitted effect of over 45% in size
#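 ATM-like activity read as KAP-1 phosphorylation via AlphaLISA donor/acceptor antibody pairs after lysis and 6 hr at 25C. Cells were ATM-null patient fibroblasts ([…], hTERT), dosed 60 min, then exposed to the DSB inducer NCS for 30 min.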
# CXXC DNA block – inhibitors of human MLL CXXC domain-DNA interaction. Q03164. MLL-CXXC / FITC-HOXA9 DNA fluorescence polarization. Potency, µM (doses to about 115 µM), for inactives: at the top dose activity change, negative = inhibition, usual class: inhibitors. 290,000 tested, 0.037% active. AID 2662; active = well fitted inhibition curve with a large enough effect in the polarisation, with a control signal flat, not every such curve was filed as active; inconclusive = small, poorly fitted or top-dose-only effect, or effect the other way, or a change in a side signal; inactive = no such curve, though single readings can be large or run the other way; the % refers to the polarisation; also: potency is read from the fitted curve at half-maximal effect
#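 Purified MLL-CXXC (added from a 7 uM solution) was preincubated 5 min at ambient with pinned compounds in 50 mM Tris-HCl pH 7.5, 50 mM NaCl, 1 mM DTT, 0.05% BSA. Fluorescein-labeled HOX-A9 DNA (50 nM solution) followed, 30 min, then polarization read.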
# Active calls of the source: *; ? = inconclusive; . = no result given; [ ] = dose if it differs, or a comment. Unless noted, calls follow the shape of the dose curve; as a rule, active = well fitted curve in the direction sought with a large enough effect; inconclusive = small, poorly fitted or top-dose-only effect, or another doubt; inactive = no such curve, though single readings can be large; an effect the other way counts as inactive or inconclusive. A portion of the library; the hit share may differ from the screen's.
SMILES,ASM inhibitor,TSG101-PTAP inh,a7 integrin act,Mito fusion yeast,MBNL1 CUG block,Menin MLL FP TR,TSHR antag,TCR act,A-T KAP1 phos,CXXC DNA block
Cc1ccc(S(=O)(=O)/C(C#N)=C/c2c(N3CC(C)OC(C)C3)nc3c(C)cccn3c2=O)cc1 (stereo not drawn),5%,-5%,-10%,-2%,44%[activator],-4%,-10,-5%,-1%,-3%
COc1ccc(OC)c(C(=O)c2oc3ccccc3c2NC(C)=O)c1,-1%,-4%,-14%,-11%,?,3%,6,-5%,-8%,2%
Cc1ccc(/C=N/NC(=O)c2nnn(-c3nonc3N)c2C(C)C)s1,-3%,1%,-12%,0%,-10%,.,1,5%,0%,19%
Nc1nc2c(nnn2Cc2ccc(Cl)c(Cl)c2)c(=O)[nH]1,-1%,-3%,0%,.,.,.,.,-20%,.,.
CC(C)(C)C(=O)Nc1ccc(N2CCCC2)cc1,-5%,-1%,-8%,-1%,19%,-24%,-4,-4%,-2%,2%
O=C(O)c1ccccc1C(=O)OCc1ccccc1,3%,-6%,-15%,-3%,0%,-1%,.,2%,.,-8%
O=C(NCCc1ccccc1)C(c1cccs1)N(C(=O)CCl)c1ccc(Cl)cc1 (stereo not drawn),-3%,1%,-60%[inhibitor],-9%,2%,?,-5,0%[46.1 µM],14%,-5%
CCN(c1ccc(OC)cc1)S(=O)(=O)c1ccc2c(c1)CCN2C(=O)CCC(=O)O,3%,.,25%,-3%,5%,-19%,-1,.,4%,-5%
CC(C)C[C@H]1CN=C(Nc2ccccc2)N1CC1CCC(C(C)(C)C)CC1 (stereo partly drawn),-11%,-8%,-41%,-6%,.,.,-5,7%,7%,.
Cc1cc(C)n2c(SCC(=O)Nc3cc(S(=O)(=O)N(C)C)ccc3C)nnc2n1,4%,-1%,-29%,.,.,.,-2,4%[46.1 µM],-11%,.
COc1cc(O)c(C(CCN2CCCCC2)c2ccc3c(c2)OCO3)c(OC)c1 (stereo not drawn),-3%,.,-15%,-18%,0%,-2%,5,-5%,-30%,0%
C=CCN(C(=O)Cn1c(C(=O)OC)cc2oc(C)cc21)c1ccccc1,-2%,-1%,17%,3%,9%,-3%,1,-1%,-3%,-5%
O=C(Nc1cccc(Cl)c1N1CCOCC1)c1ccc(Br)o1,-2%,2%,17%,0%,-3%,.,-12,2%,13%,-1%
O=C(COC(=O)CNC(=O)C1CCCCC1)Nc1ccccc1Cl,4%,-2%,.,-3%,.,.,7,3%,-8%,.
COc1ccc(NS(=O)(=O)c2ccc(N3C(=O)CCC3=O)cc2)cc1,1%,-10%,20%,0%,?,4%,-3,3%,2%,4%
COc1ccc(C2SCCN2S(=O)(=O)c2ccc(NC(C)=O)cc2)cc1OC (stereo not drawn),0%,1%,0%,12%,-7%,17%,-15,-4%,19%,10%
CCOc1ccc(N2CC(C(=O)NNC(=O)c3ccc(Br)cc3)CC2=O)cc1 (stereo not drawn),1%,-1%,20%,-4%,.,.,.,0%,5%,.
Cc1noc(NS(=O)(=O)c2ccc(NC(=O)c3cccc(S(=O)(=O)N(C)c4ccccc4)c3)cc2)c1C,4%,0%,26%,.,.,.,.,-1%,.,.
COc1ccc2[nH]c(O)c(NC(C)=O)c2c1,19%,-8%,0%,3%,9%,8%,2,13%,5%,-1%
O=C(NC1CCCC1)C(c1ccsc1)N(CCc1ccccc1)C(=O)Cc1cccs1 (stereo not drawn),5%,-1%,15%,-3%,.,0%,-7,5%[46.1 µM],0%,3%
NC12CC3CC(C1)CC(CC(=O)O)(C3)C2,1%,-1%,1%,-5%,-1%,-13%,-6,7%,3%,8%
O=C(OCC(=O)N1CCN(C(=O)c2ccco2)CC1)c1cc(-c2ccc(F)cc2)nc2ccccc12,-6%,-6%,-8%,11%,?,?,-21,-2%,7%,-3%
COc1cc(/C=C/C(=O)N2C(=O)c3cccc(N)c3C2=O)cc(OC)c1OC,79%[activator],-5%,-27%,0%,5%,-12%,14,4%[46.1 µM],5%,10%
CCOc1c(Cl)cc(CNc2ccc(S(N)(=O)=O)cc2)cc1OC,-7%,0%,-5%,4%,-24%,-19%,31,3%[46.1 µM],.,-7%
CC(=O)Nc1ccc(/C=N/N2C(=O)NC(C)(c3ccc(OC(F)F)cc3)C2=O)cc1 (stereo not drawn),-2%,0%,-25%,1%,-1%,23%,8,3%,1%,3%
COc1ccc(-c2ccc3ccccc3n2)cc1,-1%,-6%,0%,-4%,9%,-5%,-16,-3%,7%,-15%
CCc1nc(Nc2ccc(F)cc2)c2oc3ccccc3c2n1,-7%,-3%,-29%,7%,-3%,71%[activator],-9,0%,6%,-3%
Cc1cc(NC(=O)Cn2nc(C(F)(F)F)c3c2CCC3)n(-c2ccccc2)n1,-2%,-7%,13%,4%,-6%,2%[11.7 µM],-4,3%,10%,-6%
CC(C)COc1ccc(CN=C(N)N=C(N)N)cc1Cl,-1%,-5%,-56%[inhibitor],-7%,?,-2%,-2,-9%[46.1 µM],-3%,5%
CCCNC(=O)C(Cc1ccccc1)NC(=O)c1ccc(-c2ccccc2)cc1 (stereo not drawn),4%,-5%,17%,-7%,.,.,20,8%,14%,.
c1csc(CNCCCN2CCOCC2)c1,1%,-10%,-20%,1%,2%,-2%,-1,2%,-6%,0%
COc1ccc(NC(=O)COC(=O)C2CCCCC2)c([N+](=O)[O-])c1,-7%,2%,?,1%,?,-12%,-5,-6%[46.1 µM],-2%,14%
CCOC(=O)c1ccc(NC(=O)N2CCCCC2)cc1,-2%,-3%,-28%,5%,3%,3%,-9,-5%,-4%,-9%
CCCOc1ccc(C(=O)Nc2ccc(N(C)C)cc2)cc1,1%,-8%,6%,-1%,-21%,-11%,1,-17%,15%,-3%
Cc1cc(=O)n2nc(N3CCCC(C(=O)NC(C)c4ccccc4)C3)sc2n1 (stereo not drawn),1%,-4%,6%,1%,-11%,-3%,-3,-5%,.,-10%
COc1ccc(C(C)=O)cc1COC(=O)CNC(=O)c1ccccc1F,4%,-3%,7%,-1%,-5%,-5%,1,11%[46.1 µM],4%,-4%
Cc1ccc(OCCn2cc(C=O)c3ccccc32)cc1,-1%,0%,-10%,-2%,-11%,17%,-12,.,3%,-6%
CCCCN1CC(COCc2ccccc2)Oc2cccc(Oc3ccc(C)cc3)c2S1(=O)=O (stereo not drawn),-3%,-6%,-9%,.,.,.,.,-6%,.,.
COc1ccc(CCn2c(=N)c(C(=O)NC3CCCC3)cc3c(=O)n4cccc(C)c4nc32)cc1,107%[activator],-1%,1%,0%,13%,.,13,6%,-7%,0%
O=C(NC1=NCCS1)c1ccc(Cl)c(S(=O)(=O)N2CCCCCC2)c1,-1%,-6%,-5%,2%,-3%,1%,-2,-8%,-3%,10%
Cc1ccccc1OCC(=O)N(Cc1cccc(F)c1)C1CCS(=O)(=O)C1 (stereo not drawn),1%,-1%,10%,0%,-4%,.,4,13%,9%,4%
Cc1cc(C)c2nc(SCC(=O)Nc3ccc(S(=O)(=O)N4CCCC4)cc3)c(C)cc2c1,-1%,0%,6%,-1%,39%[activator],-26%,7,-19%,0%,27%
CN1CCc2c(n(CC(O)CN3CCN(CCO)CC3)c3ccccc23)C1=O (stereo not drawn),12%,-6%,0%,6%,-5%,16%,1,-2%,23%,13%
c1ccc2cc(OCCOCCOc3ccc4ccccc4c3)ccc2c1,-2%,-2%,2%,0%,.,.,-10,4%,10%,0%
CC(=O)Nc1ccc(NC(=S)NC(=O)c2cc3ccccc3o2)cc1,-2%,-3%,-13%,0%,.,-12%,4,14%[46.1 µM],2%,-1%
CCCCCN(C(=O)CCC(=O)OCC(=O)c1c(C)cc(C)cc1C)c1c(N)n(CCCC)c(=O)[nH]c1=O,1%,-2%,-11%,2%,.,.,-13,-1%,6%,.
O=C(NCCC(=O)N1CCNC1=O)OCc1ccccc1,-3%,-4%,-11%,-2%,8%,3%,11,1%,4%,17%
O=C(NNc1ccc([N+](=O)[O-])cc1)c1ccccc1Cl,-3%,1%,14%,8%,?,4%,-10,0%,1%,35%[activator]
CN(C)Cc1ccc(F)cc1Sc1cc(Cl)ccc1Cl,.,-2%,-24%,7%,-14%,-1%,25,-2%[46.1 µM],?,-2%
COc1cccc(/C=C2\Oc3cc(OC(=O)N4CCOCC4)ccc3C2=O)c1,9%,-5%,-13%,1%,10%,.,-8,-5%,-27%,-1%
